sPLA2-III inh – Inhibits HGIII-sPLA2 liposome hydrolysis, primary screen | inhibition, % at 12.2 µM | Q9NZ20 | QFRET BODIPY PC-A2 liposome hydrolysis, fluorescence | actives 0.56% (n = 370,000);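 active = inhibition above mean plus 3 SD of compounds lying within the high and low control bounds, cut at about 19% in these data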;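 also: 0% = median of test compound wells and 100% = no enzyme DMSO wells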
Target sequence (Q9NZ20 whole entry, looked up): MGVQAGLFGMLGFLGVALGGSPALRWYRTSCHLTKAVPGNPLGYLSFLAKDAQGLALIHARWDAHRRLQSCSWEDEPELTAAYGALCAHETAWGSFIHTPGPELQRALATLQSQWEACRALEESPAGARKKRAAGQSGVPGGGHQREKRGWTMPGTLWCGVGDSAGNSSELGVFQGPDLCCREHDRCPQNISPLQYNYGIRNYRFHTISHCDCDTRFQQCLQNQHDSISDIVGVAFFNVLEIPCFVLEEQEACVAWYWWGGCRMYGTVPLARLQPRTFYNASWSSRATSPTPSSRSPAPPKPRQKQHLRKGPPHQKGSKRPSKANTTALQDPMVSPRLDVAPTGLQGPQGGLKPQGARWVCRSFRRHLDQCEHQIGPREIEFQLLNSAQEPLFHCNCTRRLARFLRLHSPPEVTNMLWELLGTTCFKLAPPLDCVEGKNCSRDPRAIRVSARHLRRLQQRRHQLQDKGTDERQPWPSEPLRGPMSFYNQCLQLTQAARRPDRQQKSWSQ
ASAP1 inh – inhibitors of human ASAP1 ArfGAP activity; actives 0.19% (n = 360,000); AID 624377; inhibition, % at 16.5 µM; Q9ULH1; ASAP1-stimulated ARF1 GTP hydrolysis, GDP FP detection; in the data active = inhibition above about 25%;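 also: 0% = vehicle with enzyme and substrate and 100% = no enzyme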
FXN GAA850 act – frataxin GAA850 promoter activation; HEK293 lucGAA850 FXN promoter luciferase reporter, 24 h; percent of 10 µM SAHA response; activation, % at 6 µM; actives 0.56% (n = 360,000); AID 540364;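 active = activation above the average of all compounds screened plus 3 SD, cutoff fixed separately per campaign, cut at about 7.5% in these data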;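 also: 0% = DMSO wells and 100% = 10 µM SAHA wells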
Tn6 DDE FP – inhibitors of Tn6 peptide binding to human fibrin DD(E) | inhibition, % at 8.3 µM | P02675 | actives 0.21% (n = 370,000) | Fibrin DD(E) TRITC-Tn6 fluorescence polarization displacement | AID 720509;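 active = inhibition above a per-campaign cutoff: mean of compounds within control limits plus 3 SD, cut at about 15% in these data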;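 also: 0% = median of all compound wells on the plate and 100% = blocking peptide control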
proKLK7 act – activators of human kallikrein-7 zymogen; purified proKLK7, EDANS-DABCYL substrate fluorescence; 100% is mature enzyme control, 0% vehicle; activation, % at 7 µM; actives 0.9% (n = 370,000);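 active = activation above the mean of all tested compounds plus 3 SD, computed per campaign excluding outliers beyond control limits, cut at about 13% in these data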
NPR2 activator – GC-B (human) receptor activation | P20594 | activation, % at 10 µM | actives 0.11% (n = 370,000) | HEK293-GC-B cells, CNP EC30, cGMP TR-FRET; 0% at EC30 CNP, 100% saturating CNP;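 active = activation at 10 µM reaching about 35% in either raw or pattern-adjusted values, limit read from the data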
NPR1 activator – GC-A (human) enzyme activation; P16066; HEK293 GC-A cells, cGMP TR-FRET, EC30 ANP; 0% at EC30 ANP, 100% saturating ANP; activation, % at 10 µM; actives 0.14% (n = 370,000); in the data active = activation above about 40%
ADAM10 inh – inhibits human ADAM10; actives 0.62% (n = 370,000); O14672; recombinant ADAM10, EDANS/DABCYL FRET peptide cleavage, 3 h; inhibition, % at 7 µM;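 active = inhibition above a per-campaign cutoff equal to the mean of compounds falling between control-based bounds plus 3 SD, cut at about 20% in these data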;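 also: 0% = DMSO wells while the 100% control is not disclosed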
Target sequence (O14672 214-748 limits assumed): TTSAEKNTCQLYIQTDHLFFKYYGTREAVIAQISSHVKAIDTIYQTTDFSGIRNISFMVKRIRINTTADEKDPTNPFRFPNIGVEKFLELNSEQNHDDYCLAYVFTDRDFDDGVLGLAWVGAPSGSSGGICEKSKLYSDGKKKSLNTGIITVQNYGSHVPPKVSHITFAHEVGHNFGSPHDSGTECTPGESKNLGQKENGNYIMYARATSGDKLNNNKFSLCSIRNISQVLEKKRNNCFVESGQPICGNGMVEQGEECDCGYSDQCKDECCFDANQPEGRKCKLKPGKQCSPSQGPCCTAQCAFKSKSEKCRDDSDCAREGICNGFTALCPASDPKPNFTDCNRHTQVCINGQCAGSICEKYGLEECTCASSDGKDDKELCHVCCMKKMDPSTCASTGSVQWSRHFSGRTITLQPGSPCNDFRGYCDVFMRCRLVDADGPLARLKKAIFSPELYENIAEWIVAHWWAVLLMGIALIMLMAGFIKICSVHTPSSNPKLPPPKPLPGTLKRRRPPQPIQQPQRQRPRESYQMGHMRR
rCAG binder – binds r(CAG) RNA repeats; r(CAG) RNA repeat, TO-PRO-1 dye displacement fluorescence; actives 1.3% (n = 370,000); inhibition, % at 3 µM;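 active = inhibition above the plate cutoff, the mean of all test compounds on that plate plus 3 SD, cut at about 35% in these data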;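 also: 0% = DMSO alone and 100% = 100 µM mitoxantrone as full dye displacement; higher means more dye released from RNA so lower well fluorescence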
ARFGAP1 inhibitor – rat ARFGAP1 inhibition; inhibition, % at 16.5 µM; actives 0.26% (n = 360,000); Q62848; Arfgap1-stimulated ARF1 GTP hydrolysis, GDP FP detection;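 active = inhibition above a per-plate limit, mean inhibition of low control wells plus 3 SD, cut at about 25% in these data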;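 also: 0% = DMSO wells with enzyme and 100% = wells lacking Arfgap1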
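Assay system: Rat Arfgap1 GAP domain (His6, aa 1-136), purified enzyme | Buffer or medium: HEPES 25 mM pH 7.5, NaCl 150 mM, MgCl2, DTT | Schedule: GTP hydrolysis reaction 2 h at 25 °C | Signal: FP of antibody-bound GDP Alexa 633 tracer, ex 620/em 688 nm | Measure: Percent inhibition of Arfgap1-stimulated GTP hydrolysis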
Active calls of the source: *; i = inactive; nt = no result given. This is a random part of the collection; about 4.5% have a hit in one of these screens.

SMILES	sPLA2-III inh	ASAP1 inh	FXN GAA850 act	Tn6 DDE FP	proKLK7 act	NPR2 activator	NPR1 activator	ADAM10 inh	rCAG binder	ARFGAP1 inhibitor
COc1ccc(OCc2nnc(SC(C)C(=O)Nc3nccs3)n2-c2ccccc2)cc1 (stereo not drawn)	-0.1	14.9	-2.7	-8.0	0.3	-7.3	-4.9	0.0	-9.1	4.3
COc1ccc(S(=O)(=O)NCc2ccc(C(=O)NCc3cccnc3)cc2)cc1	-4.2	11.4	nt	-1.2	-0.6	1.9	0.8	-3.7	-2.5	7.6
Cc1nn(CC(=O)NC(C)C(C)C)c(C)c1S(=O)(=O)N1CCCCC1 (stereo not drawn)	1.4	-3.1	0.5	7.1	-0.5	2.1	2.0	4.6	-2.6	-22.6
Cc1ccc(C(C)NC(=O)c2cc3ccccc3oc2=O)cc1C (stereo not drawn)	-1.7	-5.8	1.3	-8.0	-0.6	-3.0	-1.9	6.7	-0.7	-2.7
Cc1cc(C)cc(Oc2coc3cc(OC(=O)c4cccnc4)ccc3c2=O)c1	-24.9	-6.5	-4.0	-0.8	-3.3	-0.5	2.1	i	5.2	12.7
N#CCCn1nc(-c2ccc([N+](=O)[O-])cc2)cc1Nc1ccccc1NC(=O)C(F)(F)F	-31.0	-5.9	5.2	-1.5	0.5	2.8	1.1	36.4*	8.7	-7.8
COc1cc(/C=C2\Oc3cc(O)ccc3C2=O)ccc1O	-24.6	4.2	8.3*	-1.9	54.6*	-10.0	7.0	-114.8	-29.8	4.0
O=C(Nc1nccs1)c1cc2sccc2n1Cc1ccc(F)cc1	3.2	-0.6	2.7	-1.6	-0.7	-6.0	-5.9	-11.1	7.0	-10.5
O=C(Cn1cc2c(n1)CCCC2)NC1CCN(Cc2ccccc2)CC1	-2.3	-10.5	-0.8	3.7	-0.2	0.7	1.7	3.1	1.0	-0.7
CCCc1cc(C(=O)Cc2ccc(C(=O)OCC)o2)c(O)cc1O	-16.2	5.1	-0.6	0.4	1.4	-7.7	-8.8	5.0	13.8	0.0
Cc1ccnc(NC(=O)CCC(=O)N(CC(=O)NCCc2ccccc2)Cc2cccs2)c1	-3.1	-3.1	-1.8	4.9	-0.6	-0.4	-2.6	-8.5	-8.5	3.1
Cc1ccc(/C=C/C(=O)O)cc1S(=O)(=O)NCc1ccco1	0.0	3.0	-1.2	6.0	0.1	2.6	5.0	5.1	0.8	-10.1
CO/N=C(/CN1CCCCC1)c1ccc(Cl)cc1	3.4	-4.5	-0.7	7.2	-0.5	-2.9	-5.7	6.8	1.2	11.4
CCc1ccc(C(=O)CN2C(=O)NC(C)(c3ccc(C)cc3)C2=O)cc1 (stereo not drawn)	0.0	-1.3	-1.1	-4.3	-0.6	1.3	-0.8	4.5	-7.1	16.4
COC(/C(=N/O)c1ccc(Cl)cc1)c1ccccc1 (stereo not drawn)	-6.7	5.2	0.6	-1.9	-0.4	-13.7	-11.0	8.6	-1.3	-4.7
O=C(Cc1c[nH]c2ccccc12)Nc1ccc(Nc2cccnc2)c(-c2ccc(OC(F)(F)F)cc2)c1	-30.7	4.2	nt	-2.1	-0.1	-7.6	-0.4	0.0	9.2	26.5*
CC(C)Cc1ccc(CN2CCCC(NC(=O)c3cnc4ccccn4c3=O)C2)cc1 (stereo not drawn)	-1.9	5.3	-0.8	2.1	2.3	-1.0	0.4	-440.3	-5.2	1.1
CCN(CC)c1ccc(C(=O)NNC(=O)CNC(=O)c2cccs2)cc1	-6.7	-15.2	-0.2	-1.2	0.5	-6.5	-4.3	-5.4	-3.2	-2.6
O=C(Cn1c(=O)cnc2ccccc21)Nc1ccccc1N1CCOCC1	0.7	11.7	2.2	0.5	-0.4	3.4	-2.7	3.7	1.0	2.3
CC(=O)NCc1ccc(C(=O)CCl)cc1	1.3	0.8	2.4	1.1	-0.6	4.3	7.5	-4.2	-1.4	-9.1
O=C(NCc1ccccc1)c1ccc2c(=O)n(CCCN3CCCC3=O)c(=S)[nH]c2c1	4.4	10.3	-2.9	4.3	0.5	-5.7	-2.8	-3.1	-2.0	-5.6
CC(C)c1[nH]nc2c1C(c1ccccc1)N(Cc1ccccc1)C2=O (stereo not drawn)	-8.1	-1.9	nt	-5.1	0.7	2.6	5.4	-17.2	-1.2	-8.6
CC(NC(=O)CCNS(=O)(=O)c1ccccc1)c1ccccc1 (stereo not drawn)	1.6	-6.5	0.9	-2.5	-0.2	3.5	-0.6	5.2	-2.1	14.2
COc1ccc(/C(O)=C/Sc2nnc(Cc3ccccc3)o2)cc1	-31.2	-0.8	0.7	3.5	0.6	0.3	0.1	2.8	2.1	1.0
CCOC(=O)N1CCN(Cc2nc(N)nc(Nc3ccc(C)cc3C)n2)CC1	5.4	-12.4	1.4	1.6	0.0	1.8	1.7	-2.8	-8.0	13.0
NCCC1CN(C(=O)OCc2ccccc2)c2ccccc21 (stereo not drawn)	4.3	0.3	1.4	-0.9	-0.3	-6.3	-7.9	0.6	12.1	-0.9
CCC(C)NC(=O)CSc1c2c(nc3ccccc13)CCCC2 (stereo not drawn)	-1.6	3.0	1.6	-2.8	0.5	-0.7	-3.9	-1.2	-4.5	-2.3
c1ccc(N2CCN(Cc3nnnn3C3CCCCC3)CC2)cc1	-12.4	-8.1	0.0	12.8	-0.2	-1.3	-3.3	-1.1	-5.4	2.7
CCCc1cc(=O)[nH]c(SCC(=O)N2CCCCCC2)n1	11.3	-3.9	-1.4	3.5	0.3	-0.2	0.5	-7.7	-0.2	-8.2
COc1ccc(S(=O)(=O)N2CCCN(CC(=O)Nc3ccc4c(c3)OCO4)CC2)cc1	-11.5	-8.8	-2.1	-0.2	0.7	-9.3	1.5	4.7	-2.0	8.4
COc1cc2c(cc1OC)C1C/C(=N\O)C(CC(C)C)CN1CC2 (stereo not drawn)	5.0	-14.5	-3.1	-1.2	-1.1	-2.6	0.5	-11.2	-6.0	9.5
COc1ccc(C2C(C(C)=O)=C(C)N=c3s/c(=C\c4cc(C)n(C)c4C)c(=O)n32)c(OC)c1 (stereo not drawn)	-16.0	4.1	-7.2	-7.3	-4.9	-0.9	-3.2	15.0	-26.8	7.3
COc1ccc(CNCC(O)(c2ccccc2)c2ccc(F)cc2)cc1 (stereo not drawn)	-7.7	4.8	-1.1	2.3	-0.4	-15.1	-57.0	-1.2	-6.0	13.3
COc1ccc(Cc2nnc(SCC(=O)NCC3CCCO3)o2)cc1 (stereo not drawn)	11.5	8.3	-0.3	4.6	0.2	0.4	2.4	3.5	-6.9	6.5
O=C(O)CCS(=O)(=O)c1ccccc1Cl	0.7	-5.6	-0.5	9.9	0.5	0.9	1.1	7.2	6.5	2.1
O=C(c1cc(COc2c(F)cccc2F)on1)N1CCC(c2ccncc2)CC1	-0.7	10.8	0.3	2.1	0.0	-1.6	0.5	2.8	-6.6	6.2
O=C1CC(c2cccs2)CC2=C1C(c1ccccc1)n1ncnc1N2 (stereo not drawn)	0.7	-0.5	-1.6	5.0	-6.1	-0.8	0.1	-42.5	-1.9	3.2
COc1ccc(C(O)P(=O)(OC(C)C)OC(C)C)cc1OC (stereo not drawn)	2.5	-9.9	-0.4	5.7	-0.1	3.1	0.5	-8.5	-2.7	-1.8
NC(CCc1ccccc1)c1csc(Nc2nncc3ccccc23)n1 (stereo not drawn)	5.3	1.4	4.0	-4.2	-0.1	3.4	-15.2	-11.7	16.0	-0.8
C#CCn1c(-c2ccccc2)ccc(C#N)c1=O	-1.5	-4.1	4.3	4.1	-0.4	0.5	-3.9	-5.0	-0.9	-8.6

Quoted from the listing (four entries):
SMILES	sPLA2-III inh	ASAP1 inh	FXN GAA850 act	Tn6 DDE FP	proKLK7 act	NPR2 activator	NPR1 activator	ADAM10 inh	rCAG binder	ARFGAP1 inhibitor
O=C(NCc1ccccc1)c1ccc2c(=O)n(CCCN3CCCC3=O)c(=S)[nH]c2c1	4.4	10.3	-2.9	4.3	0.5	-5.7	-2.8	-3.1	-2.0	-5.6
CC(C)c1[nH]nc2c1C(c1ccccc1)N(Cc1ccccc1)C2=O (stereo not drawn)	-8.1	-1.9	nt	-5.1	0.7	2.6	5.4	-17.2	-1.2	-8.6
CC(NC(=O)CCNS(=O)(=O)c1ccccc1)c1ccccc1 (stereo not drawn)	1.6	-6.5	0.9	-2.5	-0.2	3.5	-0.6	5.2	-2.1	14.2
COc1ccc(/C(O)=C/Sc2nnc(Cc3ccccc3)o2)cc1	-31.2	-0.8	0.7	3.5	0.6	0.3	0.1	2.8	2.1	1.0

The list continues:
SMILES	sPLA2-III inh	ASAP1 inh	FXN GAA850 act	Tn6 DDE FP	proKLK7 act	NPR2 activator	NPR1 activator	ADAM10 inh	rCAG binder	ARFGAP1 inhibitor
COC(=O)N/N=C/c1cc(Cl)cc(Cl)c1OCc1ccccc1	2.6	6.4	-0.3	-0.1	0.3	0.9	-1.0	2.8	-1.2	9.9
CCCCn1c(SCc2ccc(C(=O)OC)o2)nc2cc(S(N)(=O)=O)ccc21	-8.0	-6.0	0.9	4.6	-0.2	-2.4	-10.3	-0.6	6.5	-9.3
COCC1OC(OC(C)C(O)c2cnc3nc(N)[nH]c(=O)c3n2)C(O)C(OC)C1O (stereo not drawn)	0.7	-15.6	0.9	3.7	-4.7	2.4	4.0	i	1.0	4.9
CCCSc1nnc(NC(=O)c2sc3nc(-c4cccs4)ccc3c2N)s1	-11.5	-2.3	-0.1	-8.5	-0.3	6.9	6.7	-363.9	36.0*	-16.0
Oc1ccccc1N=Cc1ccc[nH]1	3.9	-8.6	1.4	-0.6	0.4	-2.5	-1.8	6.4	0.7	-15.8
CC1CCN(S(=O)(=O)c2ccc3c(c2)oc(=O)n3CC(=O)NCc2ccc3c(c2)OCO3)CC1	-0.9	15.1	-1.0	0.0	0.4	-1.4	8.0	-13.1	33.7	5.1
COC(=O)c1ccc(C(=S)NCC2(N(C)C)CCCCC2)cc1	7.1	-15.1	0.6	4.5	-0.1	-1.2	1.6	-2.3	-0.1	-10.8
CC(C)Cc1nn2c(=O)cc(O)nc2s1	-0.4	0.7	-0.4	-1.4	-0.2	-3.0	-2.7	-5.5	4.2	-10.6
CCOC(=O)C1CCN(C(=O)Nc2ccc(Cl)cc2)CC1	-7.1	-1.6	2.4	-2.2	-0.1	-1.9	2.4	-3.4	-5.3	1.1
Cn1c(=O)n(CC(=O)NCc2cccnc2)c2ccccc21	8.9	2.2	-0.1	9.3	-0.5	2.7	7.1	-5.5	1.2	17.7
COc1ccc(NC(=O)CSCC(=O)OCc2cccc(OC)c2OC)cc1	6.9	5.8	2.5	-4.0	-0.5	-0.1	-3.6	-10.7	-7.6	12.0
COc1ccc(NC(=O)c2cc(N3C(=O)C4C5CCC(C5)C4C3=O)ccc2Cl)c(OC)c1 (stereo not drawn)	-0.3	7.1	0.0	-6.0	0.3	-0.1	0.1	4.8	-0.6	0.2
CCOC(=O)c1cnc2sccn2c1=O	7.8	2.4	-2.4	3.7	1.0	1.8	0.8	-140.9	-2.6	6.8
O=C(O)CNc1nc(Cl)ccc1[N+](=O)[O-]	-0.8	5.6	-0.6	1.4	-0.3	-3.9	2.1	1.7	3.4	-5.4

High-throughput results (PubChem BioAssay)
